tuberculosis growth – growth inhibition of non-replicating M. tuberculosis (AID 488890); Mycobacterium tuberculosis non-replicating, growth inhibition; higher % means a stronger effect; 320,000 compounds, 0.39% hits; inhibition, % at 25 µM; hits with a dose series show IC50 in µM; in the data active = a potency from the dose series; inconclusive = inhibition mostly from about 82% at the one dose, without a potency; inactive = the rest, 99 in 100 with inhibition below about 76%;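 also: plate controls were DMSO cells for no effect and high antibiotic wells for full effect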
VEEV TC-83 Vero – inhibitors of VEEV TC-83 cytopathic effect, confirmation, Vero cells (AID 588727); Vero cells, VEEV TC-83 cytopathic effect inhibition; higher % means a stronger effect; one-dose inhibition, % at 20 µM; IC50 in µM for titrated hits; 350,000 compounds, 0.13% hits; in the data active = a potency from the dose series; inconclusive = inhibition mostly from about 14% at the one dose, without a potency; inactive = the rest, 99 in 100 with inhibition below about 12%; also: strong numbers were not always called active
influenza NS1A – NS1A inhibition, H1N1 influenza, cell based functional assay (AID 504329); 340,000 compounds, 0.3% hits; NS1A functional cell-based assay, percent inhibition; higher % means a stronger effect; inhibition, % at 12.5 µM, or IC50 in µM where a hit was titrated; in the data active = a potency from the dose series; inconclusive = inhibition above about 27% without an active follow-up result; also: strong numbers were not always called active
Salmonella PhoP GFP – PhoP regulon inhibitors, Salmonella typhi PhoP promoter GFP reporter, confirmatory (AID 1850) | Salmonella Typhi PhoP-promoter GFP reporter, fluorescence, 4 h; higher % means a stronger effect | inhibition, % at 50 µM, or IC50 in µM where a hit was titrated | 310,000 compounds, 0.33% hits; in the data active = a potency from the dose series; inconclusive = inhibition mostly from about 25% at the one dose, without a potency; inactive = the rest, 99 in 100 with inhibition below about 19%;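 also: 0% = induced wells with vehicle and 100% = uninduced wells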
M. tuberculosis HTS – M. tuberculosis growth inhibition, HTS (AID 449762); M. tuberculosis H37Rv growth inhibition, 7H9 media; higher % means a stronger effect; one-dose inhibition, % at 25 µM; IC50 in µM for titrated hits; 330,000 compounds, 0.59% hits; in the data active = a potency from the dose series; inconclusive = inhibition above about 70% without an active follow-up result;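 also: bacterial growth assessed after seven days of incubation; strong numbers were not always called active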
VEEV TC-83 Vero 10K pilot screen – further read-out of VEEV TC-83 Vero, marked with its call; inhibition, %; measured here: 10K pilot screen inhibition
The depositor's hits bear a star; i = inactive; ? = inconclusive; / = no result given.

SMILES | tuberculosis growth | VEEV TC-83 Vero | influenza NS1A | Salmonella PhoP GFP | M. tuberculosis HTS | others
COc1ccc(C(=O)c2c3ccccc3[n+]([O-])n2Cc2ccc(C(N)=O)cc2)cc1 | -13% | 0.8% | 7% | -6% | -5%
COc1cccc(-c2nc(CS(=O)(=O)CC(=O)NCCCc3ccccc3)c(C)o2)c1 | 11% | 2.1% | -1% | -4% | 5%
O=C(Nc1cccc2ccccc12)c1ccc([N+](=O)[O-])s1 | ? | 0.9% | -1% | -3% | 8%
Cc1ccn2c(C(=O)N/N=C\c3ccc4c(c3)OCO4)c(C)nc2c1 | -17% | 0.4% | 2% | -8% | -3%
COC(=O)c1ccc(OC(=O)c2ccccn2)cc1 | / | 5.9% | 10% | -2% | 10%
CC(=O)Oc1cccc(N2C(=O)c3cccc4c([N+](=O)[O-])ccc(c34)C2=O)c1 | ? | i | -12% | -32% | ?
CC(C)(C)c1ccc(OCCC(=O)Nc2cccc(S(=O)(=O)N3CCOCC3)c2)cc1 | 18% | 3.2% | -8% | -10% | -7%
Cc1ccc(NS(=O)(=O)c2cccc3nsnc23)cc1[N+](=O)[O-] | 2% | i | 2% | -15% | 33%
CN=C(C)C1=C(O)C(C(=O)OC)C(C)(C)CC1=O (stereo unspecified) | -6% | 0.2% | 1% | -8% | 3% | VEEV TC-83 Vero 10K pilot screen=0.8
CCCC(=NCC(=O)O)C1=C(O)C(C(=O)OC)C(C)(C)CC1=O (stereo unspecified) | -6% | 2.3% | -5% | 0% | 1%
Cc1ccc(C(=O)Nc2cccnc2Oc2ccc(Cl)cc2)cc1 | 56% | 7.9% | -8% | 3% | -3%
CCOC(=O)N1CCN(C(=O)CN2C(=O)COc3ccc(C)cc32)CC1 | 8% | 1.1% | -9% | -5% | -4%
Cc1ccc(C)c(NC(=S)N2CCCCC2CO)c1 (stereo unspecified) | -19% | i | -8% | -3% | -5%
CCN(CC)C(=O)c1nc[nH]c1C(=O)N1CCN(c2ccccc2)CC1 | 3% | 2.1% | 8% | / | -6%
CO/N=C/C(C#N)=C/c1cc(C(=O)c2ccc(F)cc2)cn1C | -11% | 0.9% | 8% | -2% | -3%
Nc1c2nc(-c3ccccc3)[nH]c(=O)c2nc(=O)n1-c1ccccc1 | 18% | i | -6% | -4% | 14%
O=C(Cc1c(F)cccc1Cl)Nc1ccc(S(=O)(=O)N2CCOCC2)cc1 | -2% | 0.2% | -7% | -11% | -7%
COc1ccccc1/C=C/C(=O)OCC(=O)NCc1ccco1 | 46% | i | -2% | 2% | -7% | VEEV TC-83 Vero 10K pilot screen=1.0
CC(C)n1nc(C(=O)OCC(=O)N(C)C2CCS(=O)(=O)C2)c2ccccc2c1=O (stereo unspecified) | 0% | 4.0% | -2% | -1% | -1%
CC1Oc2ccccc2N(CC(=O)N2CCCCCC2)C1=O (stereo unspecified) | -17% | 1.4% | -2% | -6% | 6%
COc1ccccc1/C=N/OC(=O)c1ccc(C)cc1 | 11% | 0.6% | -5% | 0% | -1%
CCOc1ccc(NC(=O)CSc2nnc(Cn3cnc([N+](=O)[O-])n3)n2C)cc1 | -12% | i | -4% | 4% | -13%
CC(C)(C)C(=O)OCc1cn(-c2ccc(Cl)cc2)nn1 | 75% | i | -3% | 9% | -9%
CCn1nnnc1SCC(=O)Nc1nc(-c2cccs2)cs1 | 10% | 0.9% | 21% | 7% | 3%
O=C(CN1CCN(c2ccccc2)CC1)c1c[nH]c2ccccc12 | 3% | 0.7% | -1% | 3% | -6%

Overlap with the part before: 5 compounds; new compounds follow.
SMILES | tuberculosis growth | VEEV TC-83 Vero | influenza NS1A | Salmonella PhoP GFP | M. tuberculosis HTS | others
COc1ccccc1/C=N/OC(=O)c1ccc(C)cc1 | 11% | 0.6% | -5% | 0% | -1%
CCOc1ccc(NC(=O)CSc2nnc(Cn3cnc([N+](=O)[O-])n3)n2C)cc1 | -12% | i | -4% | 4% | -13%
CC(C)(C)C(=O)OCc1cn(-c2ccc(Cl)cc2)nn1 | 75% | i | -3% | 9% | -9%
CCn1nnnc1SCC(=O)Nc1nc(-c2cccs2)cs1 | 10% | 0.9% | 21% | 7% | 3%
O=C(CN1CCN(c2ccccc2)CC1)c1c[nH]c2ccccc12 | 3% | 0.7% | -1% | 3% | -6%
CCC(C)(C)NC(=O)c1cccc(NC(=O)C(C)C)c1 | -5% | 0.7% | -2% | 7% | -1%
C=CCN1c2ccccc2C(=O)CS1(=O)=O | -3% | i | 12% | / | -13%
CN(CCCN1CCOCC1)C(=O)c1cc(COc2cccc(C(F)(F)F)c2)on1 | -5% | 0.4% | 4% | -14% | 11%
CCOc1ccc(/C=C/C(O)=C2/C(=O)NC3(C)CC2c2ccccc2O3)cc1OC (stereo unspecified) | 5% | 8.2% | 5% | 5% | -8%
CSC1=NCCN1C(=O)COc1ccccc1 | 3% | i | 0% | 6% | -2%
CN(C(=O)CSc1nnc(-c2ccccc2)o1)c1c(N)n(Cc2ccccc2)c(=O)[nH]c1=O | 12% | 2.1% | -14% | 0% | -5%
CCOC(=O)c1c(S(=O)(=O)NCC2CCN(CCc3cccs3)CC2)c(C)n(C)c1C | 4% | i | -3% | -2% | -6%
CC(C)N1C(=S)N(Cc2ccco2)C(=O)C1CC(=O)Nc1ccccc1 (stereo unspecified) | 50% | 1.3% | 8% | -6% | 2%
CC(=O)Nc1ccc(S(=O)(=O)NC2CC2)cc1 | -15% | 0.3% | -3% | -6% | -5%
COc1ccc(NC(=O)CNS(=O)(=O)c2ccccc2)cc1Cl | 4% | 0.1% | 23% | 5% | 32%
CCCC(=O)NC(=S)Nc1ccc(NC(=O)c2cccs2)cc1 | 44% | 2.9% | 6% | 5% | -2%
CCO[C@H]1OC(C(=O)N2CCN(Cc3ccc4c(c3)OCO4)CC2)=C[C@@H](c2csc3ccccc23)[C@@H]1CCCO | 23% | i | -1% | -2% | ?
O=C(OCc1cncs1)c1cccs1 | 66% | 1.9% | 2% | -3% | -1%
CCn1cc(C(=O)NCc2ccc(C)o2)c2cc(OC)c(OC)cc2c1=O | 1% | 1.1% | 6% | 2% | -2%
CCCC(=O)N1CCN(c2ccc(NC(=O)c3ccco3)cc2)CC1 | -3% | 3.4% | 0% | -2% | -4%
CN(c1ccc(C(=O)N2CCOCC2)cc1[N+](=O)[O-])C1CCCCC1 | 2% | i | 22% | -5% | 2%
O=[N+]([O-])c1ccccc1NCc1c(O)ccc2ccccc12 | 76% | i | 7% | -2% | -6%
COC(=O)c1cc(CNC(=O)c2ccc(O)c(Cl)c2)ccc1OC | -1% | i | 1% | 15% | 4%
Cc1cc(C(=O)Oc2ccccc2C(=O)O)c(C)o1 | 3% | 2.3% | 15% | -9% | -6% | VEEV TC-83 Vero 10K pilot screen=2.3
O=C(O)c1ccnc(Cl)c1 | 4% | 0.6% | -9% | 2% | 5%
Fc1ccccc1CSc1ncn[nH]1 | -15% | 2.7% | 9% | -9% | -1%
COC(=O)CCCCCN1C(=O)NC(c2ccccc2)C(C(=O)OCc2ccccc2)=C1C (stereo unspecified) | 5% | i | 10% | 3% | -5% | VEEV TC-83 Vero 10K pilot screen=0.7
COc1ccccc1-c1nc(C#N)c(NCc2ccc(F)cc2)o1 | 7% | 8.4% | -5% | -9% | 7%
CC(C)CCN1CCN(Cc2ccc3nsnc3c2)CC1CCO (stereo unspecified) | -14% | 0.8% | 2% | -5% | 5% | VEEV TC-83 Vero 10K pilot screen=0.7
CCOc1cccc(C(=O)Nc2cc(-c3nn4c(C)nnc4s3)ccc2C)c1 | 26% | 10.0% | -1% | 6% | 46%

Other records
SMILES | tuberculosis growth | VEEV TC-83 Vero | influenza NS1A | Salmonella PhoP GFP | M. tuberculosis HTS | others
CCC(C)(c1nnnn1-c1c(C)cccc1C)N(N=O)c1cccc(C(F)(F)F)c1 (stereo unspecified) | 40% | 0.4% | 3% | -5% | 2%
CCc1cccc(C)c1NC(=O)CO/N=C(\N)CC(=O)NC1CCCCC1 | 19% | 0.0% | -6% | -6% | 3%
COC(=O)C1(Cc2cc(-c3ccc([N+](=O)[O-])cc3)no2)CCN(C(=O)OC(C)(C)C)CC1 | 4% | 1.0% | 5% | -37% | 9%
COc1cc(NC(=S)Nc2ccc(S(=O)(=O)N3CCOCC3)cc2)cc(OC)c1OC | 56% | 0.2% | 5% | -13% | 9%
CCn1c(C)[n+](CCOCC[n+]2c(C)n(CC)c3cc(Cl)c(Cl)cc32)c2cc(Cl)c(Cl)cc21 | 11% | 0.8% | -5% | 2% | -23%
O=C(OCc1nc2ccccc2s1)c1cccc(N2C(=O)CCC2=O)c1 | 5% | 0.3% | 5% | 0% | 4%
Cc1cc(C)cc(OCC(=O)NNC(=O)CCC(=O)NCc2ccccc2)c1 | 10% | 1.0% | 6% | -3% | -2%
CC(=O)Nc1ccc(Sc2ncnc3scc(-c4ccccc4)c23)cc1 | 29% | 3.4% | -11% | -6% | 4%
CCOC(=O)C1CCCN(C(=O)c2ccccc2NC(C)=O)C1 (stereo unspecified) | 11% | 0.6% | 3% | -3% | 3%
O=C(O)CSCc1ccc(C(=O)O)o1 | -11% | 3.5% | -3% | 0% | -2%
COc1ccc(C2CC(=O)C=C(NCC3CCCO3)C2)cc1 (stereo unspecified) | 7% | 1.5% | 2% | 15% | -3%
C1=CC2CC1CC2CNCc1ccco1 (stereo unspecified) | -3% | i | -1% | 2% | -6%
CN(CC(=O)Nc1c(Cl)cccc1Cl)C(=O)c1ccccc1-c1nc2ccccc2s1 | 29% | 8.6% | 6% | 8% | 7%
Cc1ccc(C)c(NC(=S)c2ccccn2)c1 | ? | 0.7% | 6% | -1% | ?
CCN1CCc2c(OCC(=O)N3N=C(c4cccs4)CC3c3ccc(F)cc3)cccc2C1=O (stereo unspecified) | 48% | 1.8% | 7% | -4% | 1%
CC(OC(=O)c1cc(Br)ccc1O)C(=O)NCc1ccc2c(c1)OCO2 (stereo unspecified) | -1% | 1.4% | -4% | -1% | 49%
CCCCCCc1cc2cc(S(=O)(=O)c3ccc(Cl)cc3)c(=O)oc2cc1O | / | i | -7% | -5% | 8%
O=C(CC12CC3CC(CC(C3)C1)C2)NC(=S)NCc1ccco1 | ? | 2.1% | 0% | 5% | 16%
NC(=O)c1sc2nc3c(c(-c4ccccc4)c2c1N)CCC3 | 14% | i | -5% | -7% | -11%
CC1CCCCC1NC(=O)C1Cc2ccccc2CN1S(C)(=O)=O (stereo unspecified) | 1% | i | -1% | 8% | 0%
Cc1ccc(S(=O)(=O)N2[C@@H](c3ccccc3F)C(C(=O)O)=CC[C@H]2c2cccs2)cc1 | 5% | i | -1% | -10% | 2%
CSc1ncc(/C=C2/C(=O)NC(=O)N(C)C2=O)cn1 | -9% | i | 6% | 13% | -2%
Cc1ccccc1OCCNc1cc(N2CCN(CCO)CC2)ccc1[N+](=O)[O-] | 71% | 3.2% | 16% | -1% | 67%

Of the compounds above, 8 have a nitro group on carbon:
SMILES | tuberculosis growth | VEEV TC-83 Vero | influenza NS1A | Salmonella PhoP GFP | M. tuberculosis HTS | others
O=C(Nc1cccc2ccccc12)c1ccc([N+](=O)[O-])s1 | ? | 0.9% | -1% | -3% | 8%
CC(=O)Oc1cccc(N2C(=O)c3cccc4c([N+](=O)[O-])ccc(c34)C2=O)c1 | ? | i | -12% | -32% | ?
Cc1ccc(NS(=O)(=O)c2cccc3nsnc23)cc1[N+](=O)[O-] | 2% | i | 2% | -15% | 33%
CCOc1ccc(NC(=O)CSc2nnc(Cn3cnc([N+](=O)[O-])n3)n2C)cc1 | -12% | i | -4% | 4% | -13%
CN(c1ccc(C(=O)N2CCOCC2)cc1[N+](=O)[O-])C1CCCCC1 | 2% | i | 22% | -5% | 2%
O=[N+]([O-])c1ccccc1NCc1c(O)ccc2ccccc12 | 76% | i | 7% | -2% | -6%
COC(=O)C1(Cc2cc(-c3ccc([N+](=O)[O-])cc3)no2)CCN(C(=O)OC(C)(C)C)CC1 | 4% | 1.0% | 5% | -37% | 9%
Cc1ccccc1OCCNc1cc(N2CCN(CCO)CC2)ccc1[N+](=O)[O-] | 71% | 3.2% | 16% | -1% | 67%

High-throughput results: PubChem, Southern Research Specialized Biocontainment Screening Center
